# Vif-A3G inh – inhibitors of Vif-APOBEC3G interaction; Q9HC16; HeLa A3G-eYFP + Vif (tagged APOBEC3G with the HIV-1 protein that degrades it), YFP fluorescence, overnight; Potency, µM (titrated, usually from 46.1 µM), for the others: at the highest dose activity, negative = active, actives largely listed as inhibitors; actives 0.076% (n = 410,000); AID 602310;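 further: potency means the concentration at half of the fitted maximal effect; on the % scale 0 is the no-effect control and ±100 the full control effect; nearly all actives have a fitted effect of over 60% in size; hits raise eYFP signal because A3G escapes Vif-driven loss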
#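 HeLa cells stably expressing Vif and C-terminally eYFP-tagged A3G, seeded overnight at 37 deg C, then exposed to compound by pintool overnight at 37 deg C. Rise in yellow fluorescence (Ex 488/Em 500-530, Acumen) marks blocked Vif-driven A3G degradation.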
# LDHA inh – inhibitors of human lactate dehydrogenase A. purified LDHA, NADH/diaphorase-resazurin fluorescence; hits give low values. activity change, % (values are at about 110 or 230 µM). actives 0.15% (n = 480,000); in the data active means activity change below about -30%; inconclusive means mostly about -25% to -30%;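 further: plate controls were DMSO wells for no effect and wells without enzyme for full effect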
#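 Human LDH5 (2 nM) was incubated with 0.06 mM NADH and 0.2 mM pyruvate for 5 min at room temperature in Tris pH 7.4. Remaining NADH was coupled through diaphorase/resazurin, and resorufin fluorescence was read at 0 and 20 min.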
# USP1 inh – USP1/UAF1 (human) deubiquitinase inhibition; Potency, µM (doses to about 57.1 µM), for the others: at the top dose activity change, negative = inhibition, actives largely listed as inhibitors; AID 743255; actives 0.23% (n = 390,000); O94782; recombinant USP1/UAF1, Ub-Rhodamine cleavage fluorescence; further: potency means the concentration at half of the fitted maximal effect; on the % scale 0 is the no-effect control and ±100 the full control effect; nearly all actives have a fitted effect of over 60% in size; inactives centre near -12
# Target sequence (O94782 whole entry, looked up): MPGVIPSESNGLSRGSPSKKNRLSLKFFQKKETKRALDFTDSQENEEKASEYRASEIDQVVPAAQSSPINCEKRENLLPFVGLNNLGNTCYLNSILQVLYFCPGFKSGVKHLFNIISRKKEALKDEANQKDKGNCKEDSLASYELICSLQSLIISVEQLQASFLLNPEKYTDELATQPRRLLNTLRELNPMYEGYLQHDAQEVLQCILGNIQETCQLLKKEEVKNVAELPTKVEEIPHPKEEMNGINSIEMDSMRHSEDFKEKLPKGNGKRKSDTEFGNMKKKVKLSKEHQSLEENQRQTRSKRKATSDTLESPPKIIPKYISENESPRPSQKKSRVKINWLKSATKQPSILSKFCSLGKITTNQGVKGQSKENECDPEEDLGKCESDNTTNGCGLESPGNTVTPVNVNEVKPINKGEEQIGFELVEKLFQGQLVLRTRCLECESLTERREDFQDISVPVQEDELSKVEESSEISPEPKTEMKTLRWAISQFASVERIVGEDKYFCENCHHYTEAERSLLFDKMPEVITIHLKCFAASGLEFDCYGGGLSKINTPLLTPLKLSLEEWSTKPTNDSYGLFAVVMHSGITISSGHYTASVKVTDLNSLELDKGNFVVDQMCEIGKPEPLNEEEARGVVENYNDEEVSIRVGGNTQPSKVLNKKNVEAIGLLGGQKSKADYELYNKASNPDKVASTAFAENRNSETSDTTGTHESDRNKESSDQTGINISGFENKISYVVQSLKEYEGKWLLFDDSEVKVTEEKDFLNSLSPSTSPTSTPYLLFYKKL
#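 USP1/UAF1 complex (1 nM) preincubated 15 min at room temperature with compound, then Ub-Rho substrate (150 nM final) added. Kinetic fluorescence at 480/540 nm over 6 reads at 60 s intervals; 50 mM HEPES pH 7.8, 0.5 mM EDTA, 0.1 mg/ml BSA, 1 mM TCEP, 0.01% Tween-20.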
# Vif-APOBEC3F blk – blocks the Vif interaction with APOBEC3F. actives 0.2% (n = 390,000). Potency, µM (highest dose often 46.1 µM), for inactives: top-dose activity, negative = active. AID 602313. HeLa A3F-eYFP + Vif (tagged APOBEC3F with the HIV-1 protein that degrades it), YFP fluorescence increase; further: potency means the concentration at half of the fitted maximal effect; % of control where 0% means no effect; nearly all actives have a fitted effect of over 65% in size
#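 HeLa cells stably expressing A3F-eYFP plus Vif, plated and incubated overnight at 37 deg C, then exposed to compounds overnight at 37 deg C. Blocked degradation read as raised yellow fluorescence (Ex 488/Em 500-530).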
# mIDH1 inhibitor – inhibitors of human mutant IDH1 R132H; actives 0.093% (n = 390,000); Potency, µM (titrated, usually from 76.6 µM), without a hit: top-dose activity change, negative = inhibition, actives largely listed as inhibitors; IDH1-R132H enzyme, NADPH consumption, diaphorase/resazurin fluorescence; O75874; AID 602179; further: potency means the concentration at half of the fitted maximal effect; on the % scale 0 is the no-effect control and ±100 the full control effect; nearly all actives have a fitted effect of over 65% in size
#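 IDH1-R132H (0.5 ug/mL dispensed) in pH 7.5 Tris buffer was preincubated 30 min with compound, then given a substrate mix of 0.016 mM NADPH and 2 mM alpha-KG for 80 min at room temperature; remaining NADPH was read by diaphorase/resazurin fluorescence.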
# RGS4 inh – inhibitors of human regulator of G protein signaling 4 | P49798 | Transcreener GDP fluorescence polarization, RGS4-accelerated GTP hydrolysis | Potency, µM (doses to about 114 µM), inactives show top-dose activity change, negative = inhibition, usual class: inhibitors | actives 0.039% (n = 390,000) | AID 504845; further: potency means the concentration at half of the fitted maximal effect; on the % scale 0 is the no-effect control and ±100 the full control effect; nearly all actives have a fitted effect of over 75% in size; some results filed as inactive show a strong effect at the top dose
# Target sequence (P49798 whole entry, looked up): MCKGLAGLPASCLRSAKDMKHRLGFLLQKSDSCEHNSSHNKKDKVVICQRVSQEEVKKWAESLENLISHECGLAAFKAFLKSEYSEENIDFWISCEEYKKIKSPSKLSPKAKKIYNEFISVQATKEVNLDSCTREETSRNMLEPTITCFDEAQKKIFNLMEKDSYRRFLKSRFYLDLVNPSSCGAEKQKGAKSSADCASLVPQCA
#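 MLSMR compounds (23 nl, pin-transferred) preincubated 10 min at room temperature with a 500nM (2x) first reagent, then RGS4 at 900nM (2x) plus Transcreener GDP mix added; fluorescence polarization (620/688 nm) read before and after 90 min at 30 °C.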
# rTrxR1 inhibitor – inhibitors of rat thioredoxin reductase 1; AID 588453; recombinant rTrxR1, NADPH fluorescence consumption, selenite substrate; actives 1% (n = 390,000); Potency, µM (titrated, usually from 114 µM), for inactives: at the highest dose activity change, negative = inhibition, hits mostly inhibitors; O89049; further: potency means the concentration at half of the fitted maximal effect; on the % scale 0 is the no-effect control and ±100 the full control effect; nearly all actives have a fitted effect of over 65% in size
#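 Rat TrxR1 (90 nM in the dispensed reagent) was pre-reduced with 400 uM NADPH for 5 min at room temperature, then incubated with compound for 15 min. After 400 uM selenite was added, NADPH fluorescence (Ex 340/Em 450 nm) was followed for 8 min.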
# TrxR1 substrate – rat thioredoxin reductase 1 substrate activity | Potency, µM (doses to about 114 µM), for inactives: at the top dose activity change, negative = substrate turnover | purified TrxR1 substrate turnover, NADPH consumption readout | AID 588456 | actives 0.01% (n = 390,000) | O89049; further: potency means the concentration at half of the fitted maximal effect; on the % scale 0 is the no-effect control and ±100 the full control effect; nearly all actives have a fitted effect of over 50% in size
#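 Rat TrxR1, dispensed at 90 nM, was prereduced with 400 uM NADPH (final) for 5 min at ~22 deg C, then incubated with compound 15 min before 400 uM selenite. A first-read NADPH fluorescence drop versus no-compound background flagged substrates.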
# Glioma ERSR ind – ER stress response induction in glioma | U87-MG GRP78 promoter luciferase reporter, 16 h | Potency, µM, for the others: at the highest dose activation, actives largely listed as activators | actives 0.02% (n = 420,000) | AID 602332; further: potency means the concentration at half of the fitted maximal effect; series mostly up to about 76 µM; % of control where 0% means no effect; nearly all actives have a fitted effect of over 35% in size
#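 Stably transfected U87-MG human glioma cells carrying a GRP78-based luminescent sensor were seeded at 1000 cells/well, pin-dosed with compounds and incubated 16 h. Luciferase reagent was then added, and end-point luminescence was read after 10 min at room temperature.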
# Starred values were filed as active, the others as inactive; ? = inconclusive; / = no result given; [ ] = dose if it differs, or a comment. Unless noted, the call rests on the fitted dose curve; in most records, active means well fitted curve in the direction sought with a large enough effect; inconclusive means small, poorly fitted or top-dose-only effect, or another doubt; inactive means no such curve, though single readings can be large; an effect the other way counts as inactive or inconclusive.
SMILES,Vif-A3G inh,LDHA inh,USP1 inh,Vif-APOBEC3F blk,mIDH1 inhibitor,RGS4 inh,rTrxR1 inhibitor,TrxR1 substrate,Glioma ERSR ind
COc1ccc(CN2CCC(C(=O)N3CCCC(C)C3)CC2)cc1OC (stereo not given),1%,-2,-22%,1%,5%,-2%[11.4 µM],31%,8%,-6%
COc1ccc(-c2cc(=O)oc3cc(OCC(=O)N4CCOCC4)ccc23)cc1,0%,-7,-19%,8%,0%,11%,17%[57.1 µM],9%[57.1 µM],-3%
COc1ccc([N+](=O)[O-])cc1-n1cccc1,0%,0,-3%,-13%,8%,27%,-6%,-2%,-2%
COc1cc(C2=NOC(C(=O)NCc3cccs3)C2)cc(OC)c1OC (stereo not given),?,-4,-1%,1%,0%,-22%,6%,-4%,-5%
CCOc1ccc2oc(C(=O)N(CC)CC(=O)Nc3c(F)cccc3F)c(C)c2c1,-8%,-6,-9%,2%,8%,-13%,-11%,-1%,-2%
Cn1c(=O)oc2cc(S(=O)(=O)N3CCCC(C(=O)NCc4cccs4)C3)ccc21 (stereo not given),1%,1,-2%,3%,11%,-32%,?,12%,-4%
CCOC(=O)C1=NN(c2ccc(C)cc2)C2(S1)SC(C(C)=O)=C(C)N2c1ccccc1 (stereo not given),0%,0,-14%,-3%,-6%,-2%,15%,-3%,-4%
CCOC(=O)c1sc(C)nc1C1CCN(C(=O)OCC)CC1,-1%,0,-5%,-11%,-1%,37%,7%,-2%,2%
O=C(NCc1nnnn1-c1ccc(Cl)cc1)c1ccc([N+](=O)[O-])o1,-17%,0,-20%,?,17%,/,/,/,-9%
COc1cc(-c2nc3cnccc3n2C)cc(OC)c1OC,-1%,-2,0%,1%,4%,6%,13%[57.1 µM],12%[57.1 µM],-5%
O=C(CN1CCN(c2cccc(Cl)c2)CC1)NC1CCCc2ccccc21 (stereo not given),3%,-7,?,-10%,-5%,-7%,13%,1%,-1%
Cc1ccc(NS(=O)(=O)c2ccc3c(c2)NC(=O)C(C)C(=O)N3)cc1C (stereo not given),-5%,-1,?,7%,-1%,1%,3%[57.1 µM],2%[57.1 µM],-1%
COc1ccc(N2CCN(C(=O)c3sc4ncn(CC(=O)N5CCCCC5C)c(=O)c4c3C)CC2)cc1 (stereo not given),-2%,-3,-16%,-5%,-21%,2%[56.9 µM],13%,3%,-1%
O=C1CC(N2CCN(c3ccc(C(=O)c4ccc(F)cc4)cc3)CC2)C(=O)N1 (stereo not given),-8%,-3,-1%,-14%,1%,8%,4%[57.1 µM],7%[57.1 µM],-1%
CCC(CC)C(=O)Nc1cccc(C(=O)Nc2ccc(S(=O)(=O)Nc3ccc(C)cc3)cc2)c1,1%,3,-7%,2%,-1%,-23%,27%,5%,-5%
O=S(=O)(N1CCCCC1)n1nnc2ccccc21,-1%,-1,-3%,2%,1%,2%,18%,7%,-2%
CCCCc1ccc(NC(=O)c2ccc(N(C)S(C)(=O)=O)cc2)cc1,-1%,-11,-3%,-18%,8%,-38%,28%[0.0914 µM],2%,-5%
Cc1ccc(S(=O)(=O)Nc2nc3ccccc3nc2NCC2CCCO2)cc1 (stereo not given),5%,-17,-18%,?,1%,31%,1%,31%[activator],-5%
Cn1c(=O)c2ncn(CC(=O)NCCC3=CCCCC3)c2n(C)c1=O,2%,0,-14%,3%,6%,-16%,19%,9%,-7%
N#Cc1ccc(C=NN2CCCCCC2)cc1,0%,-9,-9%,1%,12%,2%,16%[57.1 µM],5%[57.1 µM],4%

# The last two records of the section above are carried over, then new ones follow.
SMILES,Vif-A3G inh,LDHA inh,USP1 inh,Vif-APOBEC3F blk,mIDH1 inhibitor,RGS4 inh,rTrxR1 inhibitor,TrxR1 substrate,Glioma ERSR ind
Cn1c(=O)c2ncn(CC(=O)NCCC3=CCCCC3)c2n(C)c1=O,2%,0,-14%,3%,6%,-16%,19%,9%,-7%
N#Cc1ccc(C=NN2CCCCCC2)cc1,0%,-9,-9%,1%,12%,2%,16%[57.1 µM],5%[57.1 µM],4%
Cc1nc2nc(SCC(=O)N3CCOCC3)nn2c(C)c1Cc1ccccc1,0%,3,-5%,4%,2%,-17%,9%,3%,-2%
CCOC(=O)c1cnc(SCC(=O)N2CCC(C(N)=O)CC2)nc1N,1%,-4,-3%,?,4%,-39%,-18%[57.1 µM],4%[57.1 µM],4%
O=C(NCC1(N2CCOCC2)CCCCC1)c1ccc(Cl)c(S(=O)(=O)NCc2ccco2)c1,-7%,-5,-3%,3%,2%,13%,-2%,-4%,-3%
COc1cc(/C=C(\C#N)c2nc3ccccc3o2)ccc1O,5%,-3,?,-100%,6%,10%,-14%,-20%,10%
COC(=O)C1C(=O)c2c([nH]c(C(=O)OC3CCCC3)c2C)CC1C (stereo not given),-4%,-3,-22%,-4%,3%,-10%,10%[57.1 µM],13%[57.1 µM],2%
Cc1c(Cl)cccc1NC(=O)COc1ccc(S(=O)(=O)N2CCOCC2)cc1,-9%,-8,-1%,-10%,2%,3%,6%[11.4 µM],4%[11.4 µM],-2%
O=C(CCNC(=O)c1ccco1)Nc1ccc(F)c(Cl)c1,3%,-4,-9%,0%,-15%,-7%,9%,-1%,-5%
O=C(c1cn2ccccc2n1)N1CCCC(Nc2ccc(F)c(F)c2)C1 (stereo not given),-7%,8,2%,4%,2%,-3%,-1%,2%,-1%
Oc1ccc2ccccc2c1C=Nc1ccccc1Br,1%,16,-15%,6%,13%,?,6%,-4%,-7%
CCN(CC)C(=O)c1cc2c(=O)c3cc(F)ccc3oc2nc1C,-9%,-3,-19%,4%,-2%,-12%,4%,8%,6%
O=C(Nc1c2c(nn1-c1ccccc1)CS(=O)(=O)C2)c1cccs1,-2%,-6,-3%,-14%,-2%,30%,-3%,-2%,-4%
O=C(OCC(=O)N(Cc1ccccc1)Cc1ccccc1)c1ccccc1NCCO,5%,2,-21%,-7%,7%,7%,-12%[57.1 µM],31%[57.1 µM],-6%
O=C(Nc1cnc2sc3c(n2c1=O)CCCC3)c1ccc(F)cc1,0%,-2,-7%,3%,6%,-23%,1%,47%[activator],5%
CN(C)CCCNC(=S)Nc1ccc(-c2ccccc2)cc1,-1%,-6,-14%,-2%,-1%,-4%[11.4 µM],-21%,1%,2%
COc1cc(CCc2ccccc2)c(C(=O)O)c(O)c1CC=C(C)C,-8%,3,-20%,-23%,3%,23%,1%[57.1 µM],-2%[57.1 µM],-2%
Cc1[nH]c2ccccc2c1/C=N/Nc1nc(N2CCCCC2)nc(N2CCCCC2)n1,1%,1,-22%,-10%,4%,4%,0%,-4%,-4%
COC(=O)c1[nH]c(C)c(/C(O)=C2\C(=O)C(=O)N(CCN(C)C)C2c2ccccc2OC)c1C (stereo not given),?,2,-3%,-4%,-1%,-6%,-17%,5%,0%
Cc1cc2ncn(-c3ncnc4sc(C)c(C)c34)c2cc1C,1%,-1,-8%,-10%,1%,19%,-2%,-5%,-4%
CC1CCCC(C)N1C(=O)COC(=O)CSc1ccc([N+](=O)[O-])cc1 (stereo not given),-5%,2,-3%,-14%,-4%,?,-10%,-4%,-3%
CCCSc1ccc([C@H]2N[C@@](C)(C(=O)OC)[C@H]3C(=O)N(C)C(=O)[C@@H]23)cc1OC,-2%,-7,-10%,1%,-2%,-38%,-11%[57.1 µM],3%[57.1 µM],-2%
O=[N+]([O-])C1=CC=C2C(=NC3(CCCCC3)N2O)C1=NCCO,-6%,25,-7%,-10%,4%,-30%,?,-19%,0%

# An excerpt from above in order of number of heavy atoms, high to low:
SMILES,Vif-A3G inh,LDHA inh,USP1 inh,Vif-APOBEC3F blk,mIDH1 inhibitor,RGS4 inh,rTrxR1 inhibitor,TrxR1 substrate,Glioma ERSR ind
O=C(c1cn2ccccc2n1)N1CCCC(Nc2ccc(F)c(F)c2)C1 (stereo not given),-7%,8,2%,4%,2%,-3%,-1%,2%,-1%
COc1cc(CCc2ccccc2)c(C(=O)O)c(O)c1CC=C(C)C,-8%,3,-20%,-23%,3%,23%,1%[57.1 µM],-2%[57.1 µM],-2%
CCN(CC)C(=O)c1cc2c(=O)c3cc(F)ccc3oc2nc1C,-9%,-3,-19%,4%,-2%,-12%,4%,8%,6%

# Screens: PubChem BioAssay, National Center for Advancing Translational Sciences (NCATS)

# Some of the compounds tested; the hit share may differ from the screen's.
